# NOD2-RIPK2 inh: blocks binding of human NOD2 to RIPK2; O43353; CHO BLA complementation NOD2-RIPK2, CCF4 ratio; inhibition, % at 4.98 µM; 0.38% of 360,000 active; in the data active = inhibition above about 21%;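 also: 0% = vehicle only and 100% = reference blocker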
# Target sequence (O43353 whole entry, looked up): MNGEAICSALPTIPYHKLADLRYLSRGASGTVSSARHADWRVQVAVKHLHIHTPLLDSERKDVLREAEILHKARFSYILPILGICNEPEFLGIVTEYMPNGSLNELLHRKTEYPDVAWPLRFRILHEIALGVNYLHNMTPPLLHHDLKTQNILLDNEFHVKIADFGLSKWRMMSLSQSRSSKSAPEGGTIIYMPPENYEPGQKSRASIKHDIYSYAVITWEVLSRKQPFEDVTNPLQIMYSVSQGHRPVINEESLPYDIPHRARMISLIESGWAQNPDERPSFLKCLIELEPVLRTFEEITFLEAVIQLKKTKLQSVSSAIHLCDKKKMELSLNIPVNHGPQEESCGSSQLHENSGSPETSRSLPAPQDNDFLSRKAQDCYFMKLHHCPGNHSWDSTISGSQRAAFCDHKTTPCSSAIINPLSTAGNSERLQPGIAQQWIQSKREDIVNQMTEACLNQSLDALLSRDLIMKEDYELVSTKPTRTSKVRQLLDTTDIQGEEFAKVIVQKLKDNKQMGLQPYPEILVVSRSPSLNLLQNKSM
# LMP1 NFkB inh: reduces LMP1-driven NF-kappaB luciferase signal; LMP1-induced NF-kappaB luciferase reporter cells, luminescence; inhibition, % at 12.5 µM; 0.69% of 350,000 active; AID 504558; in the data active = inhibition above about 41%;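 also: 0% = neutral control wells and 100% = reference inhibitor control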
# Vif imaging: blocks HIV Vif function; AID 602346; HEK293T cells, Vif self-association by quenched fluorescence, imaging, 24 h; 0.35% of 340,000 active; inhibition, % at 7.49 µM; in the data active = inhibition above about 50%, passing the limit was not always enough; also: some results filed as inactive read as strong as hits
# TROY NFkB inh: blocks TROY-dependent signaling in reporter cells. Q293 LMP1-TROYcd NF-kB luciferase reporter, 4 h. inhibition, % at 10 µM. 0.98% of 360,000 active;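 active = compounds whose plate-normalised and pattern-corrected inhibition of the luciferase reporter signal at the single screening dose is 50% or more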
# SRC2 inh: inhibits human steroid receptor coactivator 2; inhibition, % at 9 µM; Q15596; AID 651957; 0.17% of 370,000 active; HEK293 GAL4-SRC2 luciferase reporter, luminescence;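 active = inhibition above the mean inhibition of all tested compounds plus 3 SD, set per campaign, cut at about 52% in these data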;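 also: 0% = DMSO treated cells and 100% = cells given Gossypol at 36 µM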
# SRC1 inh: inhibits human SRC1 coactivator; inhibition, % at 3.6 µM; HEK293 GAL4-SRC1 luciferase reporter, luminescence; 0.12% of 360,000 active;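 active = inhibition above the campaign mean plus 3 SD, with each screening campaign given its own cutoff, cut at about 60% in these data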;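 also: 0% = DMSO treated cells and 100% = gossypol at 36 µM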
# TRAIL sens C8: sensitizes caspase-8 expressing cells to TRAIL; NB7+C8 cells + TRAIL, ATPlite viability luminescence; inhibition (viability loss, TRAIL sensitization), % at 10 µM; 1% of 360,000 active;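 active = compounds causing at least 50% loss of cell viability in the single-dose screen, relative to plate controls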
# LRH-1 inv ag: suppresses constitutive activity of human LRH-1; AID 602396; HEK293T StAR-luciferase reporter, LRH-1 transfected, 24 h; inhibition, % at 3.6 µM; O00482; 0.13% of 360,000 active;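 active = inhibition above the mean inhibition of all tested compounds plus 3 SD, cut at about 73% in these data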;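 also: 0% = DMSO wells and 100% = reporter-only cells lacking LRH-1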
# Target sequence (O00482 whole entry, looked up): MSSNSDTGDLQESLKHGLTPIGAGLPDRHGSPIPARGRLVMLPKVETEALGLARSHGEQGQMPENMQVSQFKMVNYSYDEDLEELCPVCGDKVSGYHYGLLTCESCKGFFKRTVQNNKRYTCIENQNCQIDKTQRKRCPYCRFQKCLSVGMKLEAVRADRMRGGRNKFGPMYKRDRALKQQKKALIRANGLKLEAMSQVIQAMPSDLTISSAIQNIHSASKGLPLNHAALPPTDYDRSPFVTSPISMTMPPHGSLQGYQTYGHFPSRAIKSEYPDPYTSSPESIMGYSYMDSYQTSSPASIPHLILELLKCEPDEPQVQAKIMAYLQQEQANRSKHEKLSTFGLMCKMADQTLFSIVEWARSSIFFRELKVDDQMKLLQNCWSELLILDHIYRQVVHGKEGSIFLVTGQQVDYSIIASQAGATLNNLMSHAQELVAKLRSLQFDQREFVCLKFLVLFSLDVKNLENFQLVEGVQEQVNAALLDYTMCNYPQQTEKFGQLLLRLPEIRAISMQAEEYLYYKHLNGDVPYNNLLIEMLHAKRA
# TLR9-MyD88 block: inhibitors of human TLR9-MyD88 binding; Q9NR96+Q99836; inhibition, % at 4.98 µM; 0.21% of 340,000 active; CHO BLA complementation TLR9-MyD88, CCF4 FRET ratio;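 active = inhibition above the mean over all tested compounds plus 3 SD, cut at about 21% in these data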;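 also: 0% = DMSO only wells and 100% = clavulanate BLA inhibitor control wells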
# NR2F2 inh: blocks human COUP-TFII nuclear receptor; P24468; 0.7% of 370,000 active; HEK293T NGFI-A luciferase reporter, luminescence; inhibition, % at 8.6 µM; AID 686940;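 active = inhibition above a per-plate cutoff, mean inhibition of test wells between control levels plus 3 SD, cut at about 38% in these data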;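 also: cells cotransfected with COUP-TFII expression vector driving the NGFI-A reporter; 0% = median of COUP-TF2 test wells and 100% = reporter-only cells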
# SRC3 inh: inhibitors of human steroid receptor coactivator 3 (SRC3) | HEK293 GAL4-SRC3 luciferase reporter, luminescence | inhibition, % at 3.6 µM | AID 588352 | 0.17% of 360,000 active;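 active = inhibition above a per-campaign cutoff, the mean of all compounds plus 3 SD, cut at about 60% in these data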;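 also: 0% = DMSO-treated cells and 100% = gossypol-treated cells at 36 µM; higher means less SRC3-driven luciferase light from the GAL4 reporter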
# The depositor's hits bear a star; / = no result given. A portion of the library; rates above refer to the full screens.
1: O=C1CCC[C@@H]2Cc3nc4cc5c(cc4cc3[C@@H]3CCN1[C@H]23)OCO5
2: c1ccc(Nc2nc3ccccc3n3cnnc23)cc1
3: S=c1[nH]nc(-c2ccncc2)n1CC1CCCO1 (centres undefined)
4: Cc1cc(C)nc(/N=C(/NC(=O)Nc2cccc(Cl)c2)Nc2ccccc2)n1
5: O=C(NNS(=O)(=O)c1ccccc1)c1csc(-c2cccnc2)n1
6: Cc1nc2c(C)cccn2c1/C(O)=C1\C(=O)C(=O)N(CCN2CCOCC2)C1c1ccncc1 (centres undefined)
compound no.,1,2,3,4,5,6
NOD2-RIPK2 inh,-13,-20,4,-6,-11,-4
LMP1 NFkB inh,-19,0,0,7,7,-4
Vif imaging,3,26,-50,10,21,9
TROY NFkB inh,-49,-8,18,8,3,-6
SRC2 inh,-64,8,-7,-14,27,3
SRC1 inh,-52,-10,-21,-6,23,3
TRAIL sens C8,27,-19,-14,-4,-24,-4
LRH-1 inv ag,-21,10,-1,3,24,-8
TLR9-MyD88 block,0,5,-9,-9,-7,-1
NR2F2 inh,-27,-3,0,-14,9,1
SRC3 inh,-39,-12,9,6,25,8

# The closing 4 records of the part above lead into the next.
3: S=c1[nH]nc(-c2ccncc2)n1CC1CCCO1 (centres undefined)
4: Cc1cc(C)nc(/N=C(/NC(=O)Nc2cccc(Cl)c2)Nc2ccccc2)n1
5: O=C(NNS(=O)(=O)c1ccccc1)c1csc(-c2cccnc2)n1
6: Cc1nc2c(C)cccn2c1/C(O)=C1\C(=O)C(=O)N(CCN2CCOCC2)C1c1ccncc1 (centres undefined)
7: COc1cccc(/C=C/C(=O)c2ccc(NC3=NCCCS3)cc2)c1
8: CN(C(=O)CSc1cc(Cl)ccc1Cl)C1CCS(=O)(=O)C1 (centres undefined)
9: O=C(O)c1ccccc1NC(=O)C(c1ccccc1)c1ccccc1
10: N#Cc1ccc2c(c1)NC(=O)C1CCCN21 (centres undefined)
11: CCCN1C(=O)/C(=C/c2ccncc2)SC1=S
12: CC(C)(C)n1nnnc1C(c1cccs1)N1CCN(c2ccccc2)CC1 (centres undefined)
compound no.,3,4,5,6,7,8,9,10,11,12
NOD2-RIPK2 inh,4,-6,-11,-4,-4,-20,-4,0,-4,-7
LMP1 NFkB inh,0,7,7,-4,-2,-2,2,8,-1,11
Vif imaging,-50,10,21,9,5,-13,2,-6,-9,-8
TROY NFkB inh,18,8,3,-6,7,-7,-14,-22,18,-7
SRC2 inh,-7,-14,27,3,-26,5,4,13,-6,-8
SRC1 inh,-21,-6,23,3,-15,10,-18,-131,-53,1
TRAIL sens C8,-14,-4,-24,-4,1,-4,3,-16,6,-18
LRH-1 inv ag,-1,3,24,-8,1,17,0,9,13,16
TLR9-MyD88 block,-9,-9,-7,-1,-9,0,6,3,-9,5
NR2F2 inh,0,-14,9,1,-10,-3,0,9,-2,19
SRC3 inh,9,6,25,8,13,6,15,8,-4,5

13: COC(=O)/C(=C\Nc1ccc(Cl)cc1Cl)NC(=O)c1ccc(Cl)cc1Cl
14: COc1ccc(/C=N/NC(=O)C(=O)NCC2CCCO2)cc1 (centres undefined)
15: Cc1[nH]ncc1N=Cc1ccc([N+](=O)[O-])cc1
16: CC(C)Cn1c(N)c(C(=O)COC(=O)c2cccnc2Cl)c(=O)n(C)c1=O
17: COc1cccc(N2CCN(c3ccc4nnc(CCC(=O)Nc5ccccc5OC)n4n3)CC2)c1
18: CCOC(=O)C1(Cc2ccccc2C)CCCN(Cc2cc(OC)c(O)c(OC)c2)C1 (centres undefined)
compound no.,13,14,15,16,17,18
NOD2-RIPK2 inh,-7,-8,-3,7,-6,-8
LMP1 NFkB inh,2,3,8,9,-2,3
Vif imaging,3,1,7,0,-4,-8
TROY NFkB inh,/,7,0,16,-6,24
SRC2 inh,-11,-2,-17,12,1,3
SRC1 inh,0,3,11,2,-24,-6
TRAIL sens C8,0,-3,2,-2,-20,1
LRH-1 inv ag,-1,0,6,-18,1,13
TLR9-MyD88 block,2,4,4,2,-15,-3
NR2F2 inh,18,16,-4,9,-3,9
SRC3 inh,-1,8,24,11,-1,13

19: CCCOc1ccc(N2C(=O)CC(N(CCc3ccc(OC)cc3)C(=O)c3cccc(F)c3)C2=O)cc1 (centres undefined)
20: NNC(=O)CN1C(c2ccccc2Br)=Nc2ccc(Br)cc2C1c1ccccc1 (centres undefined)
21: Cc1cccc(C(=O)NC2CC(C)(C)NC(C)(C)C2)c1
22: O=C(NCCc1c[nH]c2ccccc12)c1ccc([N+](=O)[O-])o1
23: CCC(C)[C@H]1CNCCN1CC1(c2ccccc2)CC1 (some centres undefined)
24: CN1CCC(=NNC(=O)C(=O)Nc2ccc(F)cc2)CC1
compound no.,19,20,21,22,23,24
NOD2-RIPK2 inh,-7,4,-6,3,-4,-8
LMP1 NFkB inh,-3,-5,-4,-16,-5,-15
Vif imaging,12,-5,0,2,1,12
TROY NFkB inh,-9,7,15,-4,-11,9
SRC2 inh,-14,-4,3,52*,-6,-9
SRC1 inh,-4,-2,5,22,1,-3
TRAIL sens C8,19,-5,14,19,5,1
LRH-1 inv ag,12,10,2,55,-20,-8
TLR9-MyD88 block,-22,-18,-8,6,-6,-14
NR2F2 inh,10,26,-10,28,-11,-1
SRC3 inh,-6,-6,12,2,2,-10

25: COC(=O)c1ccccc1Sc1c(/C=N/OCc2ccc(Cl)cc2)c(C(F)(F)F)nn1C
26: O=C(O)c1ccccc1C(=O)NNc1ccc(Cl)cc1
27: C/C(=N\NC1=NCCN1)c1ccc(N)c([N+](=O)[O-])c1
28: Cn1nccc1C(=O)NC(=S)Nc1cc(Cl)cc(Cl)c1
29: CC(=O)Nc1sc(C)c(C)c1C(=O)Nc1ccc(C)cc1
30: COc1ccc(N(CC(=O)N/N=C/c2ccco2)S(=O)(=O)c2ccccc2)cc1
compound no.,25,26,27,28,29,30
NOD2-RIPK2 inh,9,-8,-7,-2,-10,-11
LMP1 NFkB inh,20,-26,-6,3,-2,7
Vif imaging,-14,8,-5,-5,-4,22
TROY NFkB inh,1,-6,-21,-33,6,1
SRC2 inh,-5,-40,-22,28,-4,-19
SRC1 inh,0,9,-15,14,-7,9
TRAIL sens C8,11,-1,11,9,-20,-10
LRH-1 inv ag,-2,21,18,-2,6,25
TLR9-MyD88 block,13,6,-2,-3,-1,11
NR2F2 inh,4,-5,-1,0,-12,-9
SRC3 inh,8,5,19,-12,5,-6

31: COc1ccc(CCNC(=O)C(NS(=O)(=O)c2cccc3nsnc23)C(C)C)cc1OC (centres undefined)
32: CC(c1ccco1)N(C(=O)Nc1ccc(Cl)cc1)c1ccccn1 (centres undefined)
33: COc1ccc(/C=N/NC(=O)C(=O)N2CCCCCC2)cc1[N+](=O)[O-]
34: CC(C)C(=O)N1CCN(c2ccc(NC(=O)c3ccc4c(c3)OCCO4)cc2)CC1
35: COc1ccc(Cc2nc(-c3ccc(Br)o3)no2)cc1OC
36: Cc1ccc(-c2nc3ccccc3c(=O)n2NC(=O)c2cccs2)cc1
compound no.,31,32,33,34,35,36
NOD2-RIPK2 inh,5,-6,-5,-8,10,-9
LMP1 NFkB inh,0,1,11,7,-14,-3
Vif imaging,-7,10,-7,-5,6,2
TROY NFkB inh,9,-31,2,22,-49,-57
SRC2 inh,-7,-13,1,-9,-43,-25
SRC1 inh,11,-14,-31,-5,-78,-9
TRAIL sens C8,2,8,-3,-16,-11,-1
LRH-1 inv ag,1,-14,-12,-11,-16,-18
TLR9-MyD88 block,12,-8,-4,1,-1,-4
NR2F2 inh,16,-6,-9,9,0,8
SRC3 inh,-19,-10,-35,9,-16,14

# Part of the list above in another layout:
no. | Compound | NOD2-RIPK2 inh | LMP1 NFkB inh | Vif imaging | TROY NFkB inh | SRC2 inh | SRC1 inh | TRAIL sens C8 | LRH-1 inv ag | TLR9-MyD88 block | NR2F2 inh | SRC3 inh
13 | COC(=O)/C(=C\Nc1ccc(Cl)cc1Cl)NC(=O)c1ccc(Cl)cc1Cl | -7 | 2 | 3 | / | -11 | 0 | 0 | -1 | 2 | 18 | -1
14 | COc1ccc(/C=N/NC(=O)C(=O)NCC2CCCO2)cc1 (centres undefined) | -8 | 3 | 1 | 7 | -2 | 3 | -3 | 0 | 4 | 16 | 8
15 | Cc1[nH]ncc1N=Cc1ccc([N+](=O)[O-])cc1 | -3 | 8 | 7 | 0 | -17 | 11 | 2 | 6 | 4 | -4 | 24

# Next part:
37: C=CCC1Cc2c(cccc2[N+](=O)[O-])C(CC=C)N1 (centres undefined)
38: CCN1CCN(c2cc(C)c3cc(NC(=O)CCC(=O)N4CCN(c5ccccc5)CC4)ccc3n2)CC1
39: COc1ccccc1OCCC(=O)OCC(=O)c1c(N)n(C)c(=O)n(C)c1=O
40: CCCCOc1ccc(-c2nnn(C(C)C(=O)OCC)n2)cc1 (centres undefined)
41: CC(=O)c1c(NC(=O)c2ccccc2)[nH]c(-c2ccccc2)nc1=S
42: COc1ccc(S(=O)(=O)NC2CCCC2)cc1Cl
compound no.,37,38,39,40,41,42
NOD2-RIPK2 inh,3,7,1,1,-6,-2
LMP1 NFkB inh,4,-6,6,6,-12,6
Vif imaging,5,14,-7,1,-7,-7
TROY NFkB inh,11,0,-1,-12,7,0
SRC2 inh,-22,-5,16,-6,-16,-21
SRC1 inh,-16,-25,7,-2,5,-44
TRAIL sens C8,12,13,2,1,-4,-6
LRH-1 inv ag,4,-11,-5,3,-14,4
TLR9-MyD88 block,6,3,3,-2,-4,-3
NR2F2 inh,-19,5,6,-5,-12,-3
SRC3 inh,2,-1,11,9,1,4

43: CCCc1nc2c(C)cc(Br)cn2c1Cc1cccc(F)c1
44: CC(C)C(=O)N/N=C/c1ccc(OCc2ccccc2)cc1
45: COC(=O)c1ccc(NC(=O)C(=O)N2CCN(C(=S)Nc3cccc(C)c3C)CC2)cc1
46: CC(=O)N=C1SC2CS(=O)(=O)CC2N1c1cccc(Cl)c1Cl (centres undefined)
47: O=C(CCCN1C(=O)c2ccccc2C1=O)Nc1cccc(S(=O)(=O)NC2=NCCC2)c1
48: CC(=O)N1c2c(cc(Br)cc2S(=O)(=O)NCc2cccnc2)CC1C (centres undefined)
compound no.,43,44,45,46,47,48
NOD2-RIPK2 inh,13,-1,-3,-6,0,-12
LMP1 NFkB inh,/,-1,1,-5,8,0
Vif imaging,/,-1,-11,1,4,-4
TROY NFkB inh,28,-55,17,-7,-3,8
SRC2 inh,-14,-44,7,9,6,13
SRC1 inh,-14,-43,10,-5,-20,-1
TRAIL sens C8,2,1,-1,-22,-5,-8
LRH-1 inv ag,-1,21,14,1,-6,5
TLR9-MyD88 block,/,-1,-3,-10,2,-4
NR2F2 inh,-1,-16,-7,-6,-3,5
SRC3 inh,-43,-5,6,10,-10,18

49: COCCNC(=S)Nc1ccc(S(=O)(=O)Nc2cnc3ccccc3n2)cc1
50: CC(C)Oc1cccc(C(=O)Nc2ccccc2N2CCOCC2)c1
51: CSc1nc2ccsc2c(=O)n1-c1cccnc1
52: COc1ccc(OC)c(/C=N/NC(=O)CCCC(=O)Nc2cccc(Br)c2)c1
compound no.,49,50,51,52
NOD2-RIPK2 inh,1,-9,-10,-1
LMP1 NFkB inh,-5,-2,9,-31
Vif imaging,-5,/,18,/
TROY NFkB inh,-39,-36,-16,-2
SRC2 inh,-13,4,-11,-12
SRC1 inh,-1,-23,8,15
TRAIL sens C8,2,0,-2,1
LRH-1 inv ag,0,-28,10,-10
TLR9-MyD88 block,-4,-3,2,-7
NR2F2 inh,4,3,17,-2
SRC3 inh,3,-51,-19,12
